N370S GC = inhibits or activates N370S mutant glucocerebrosidase; P04062; N370S GC spleen homogenate, 4MU-glucoside fluorescence; Potency, µM (highest dose often 59.4 µM), for inactives: at the highest dose activity change, negative = inhibition, usual class: inhibitors; actives 0.092% (n = 330,000); AID 2101;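 further: 0% = full enzyme activity and -100% = no enzyme basal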
FEN1 inh = human FEN1 inhibition | actives 0.35% (n = 390,000) | Potency, µM (series often up to 114 µM), for inactives: at the top dose activity change, negative = inhibition, hits mostly inhibitors | AID 588795 | P39748 | Recombinant FEN1 flap cleavage, fluorescence, 15 min; further: nearly all actives have a fitted effect of over 65% in size
Target sequence (P39748 whole entry, looked up): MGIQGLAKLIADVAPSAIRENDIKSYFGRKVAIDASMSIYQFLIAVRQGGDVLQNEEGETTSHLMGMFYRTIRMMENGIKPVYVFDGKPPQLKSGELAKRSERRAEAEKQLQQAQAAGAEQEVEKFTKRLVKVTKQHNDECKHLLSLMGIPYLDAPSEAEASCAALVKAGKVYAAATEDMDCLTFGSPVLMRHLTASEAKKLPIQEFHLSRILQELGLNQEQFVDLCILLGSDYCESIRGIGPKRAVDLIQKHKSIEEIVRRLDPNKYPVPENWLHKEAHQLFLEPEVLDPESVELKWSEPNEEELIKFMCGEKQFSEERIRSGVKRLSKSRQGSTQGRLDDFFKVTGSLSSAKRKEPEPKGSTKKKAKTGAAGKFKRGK
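In this screen, 50 nM flap DNA substrate was added to 10 nM FEN1 pretreated with compound for 15 min at room temperature; cleavage was followed with reads at 0 and 15 min, and Hill fitting gave concentration–response parameters.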
TDP1 inh = blocks human tyrosyl-DNA phosphodiesterase 1; Potency, µM (highest dose often 130 µM), inactives show at the highest dose activity change, negative = inhibition, usual class: inhibitors; AID 485290; recombinant TDP1, AlphaScreen DNA substrate cleavage; Q9NUW8; actives 0.28% (n = 350,000); further: nearly all actives have a fitted effect of over 40% in size
Target sequence (Q9NUW8 whole entry, looked up): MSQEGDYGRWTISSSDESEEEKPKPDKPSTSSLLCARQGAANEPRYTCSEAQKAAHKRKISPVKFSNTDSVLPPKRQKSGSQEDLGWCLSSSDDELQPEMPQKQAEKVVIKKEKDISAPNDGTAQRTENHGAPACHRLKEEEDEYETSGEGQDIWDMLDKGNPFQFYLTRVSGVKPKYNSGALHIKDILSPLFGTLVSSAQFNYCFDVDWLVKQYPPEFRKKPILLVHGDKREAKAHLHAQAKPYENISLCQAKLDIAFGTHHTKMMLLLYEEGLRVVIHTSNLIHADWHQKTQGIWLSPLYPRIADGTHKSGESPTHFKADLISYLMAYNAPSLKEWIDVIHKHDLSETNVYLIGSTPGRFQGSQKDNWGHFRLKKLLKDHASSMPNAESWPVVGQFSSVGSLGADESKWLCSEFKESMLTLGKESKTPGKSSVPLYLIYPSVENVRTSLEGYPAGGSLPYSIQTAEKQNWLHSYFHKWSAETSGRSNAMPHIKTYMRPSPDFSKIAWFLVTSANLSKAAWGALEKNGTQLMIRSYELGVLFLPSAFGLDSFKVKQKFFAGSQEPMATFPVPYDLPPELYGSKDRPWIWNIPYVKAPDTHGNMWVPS
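Steps: enzyme plus compound, 15 min RT; add biotin/phosphotyrosine-FITC oligonucleotide (15 nM final), react 5 min; add donor/acceptor beads (10 ug/ml final), 10 min; read AlphaScreen. Tdp1 at 1 nM final.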
* marks the source's active call; other numbers are inactive results; ? = inconclusive; . = not tested or not shown; & = joins results of further samples; [ ] = dose if it differs, or a comment. The call rests on the fitted dose curve; in most records, active means well fitted curve in the direction sought with a large enough effect; inconclusive means small, poorly fitted or top-dose-only effect, or another doubt; inactive means no such curve, though single readings can be large; an effect the other way counts as inactive or inconclusive. Unless noted, on the % scale 0 is the no-effect control and ±100 the full control effect; potency means the concentration at half of the fitted maximal effect.

Start of the data: the first 5 records, ahead of the listing:
SMILES | N370S GC | FEN1 inh | TDP1 inh
CCOC(=O)CSc1nc2c(sc(=S)n2-c2ccccc2OC)c(=O)n1Cc1ccco1 | 20% | 2% | 2%
CC(=O)c1c(C)oc2ccc(N(C(C)=O)S(=O)(=O)c3cccc4cccnc34)cc12 | 2% | 11% | 8%
C=CCNC(=O)c1onc(CSc2cccc3ccccc23)c1C(=O)O | 13% | 9% | 0%
CCOC(=O)N1CCN(CC(=O)Nc2nc3ccc(OC)cc3s2)CC1 | -4% | 0% | .
COC(=O)c1cc(S(=O)(=O)NCc2cc(OC)c(OC)c(OC)c2)cn1C | -2% | 18% | 3%

The listing, previewed entries included:
SMILES | N370S GC | FEN1 inh | TDP1 inh
CCOC(=O)CSc1nc2c(sc(=S)n2-c2ccccc2OC)c(=O)n1Cc1ccco1 | 20% | 2% | 2%
CC(=O)c1c(C)oc2ccc(N(C(C)=O)S(=O)(=O)c3cccc4cccnc34)cc12 | 2% | 11% | 8%
C=CCNC(=O)c1onc(CSc2cccc3ccccc23)c1C(=O)O | 13% | 9% | 0%
CCOC(=O)N1CCN(CC(=O)Nc2nc3ccc(OC)cc3s2)CC1 | -4% | 0% | .
COC(=O)c1cc(S(=O)(=O)NCc2cc(OC)c(OC)c(OC)c2)cn1C | -2% | 18% | 3%
NC1=NC(=O)C(CC(=O)Nc2ccc3c(c2)OCO3)S1 (stereo not drawn) | 1% | -1% | -3%
CCC(C(=O)NCc1ccco1)N(C(=O)CNS(=O)(=O)c1ccc(C)cc1)c1ccccc1OC (stereo not drawn) | -2% | -1% | 6%
CCN(CC)CCC(O)(c1ccccc1)C1CCCCC1 (stereo not drawn) | 0% | -3% | .
COc1ccc(-c2onc(C)c2-c2ccc(C(=O)OC(C)C)o2)c(O)c1 | 7% | 5% | 7%
CCN(CC)C(=S)NC(=O)c1ccc(OC)c(Br)c1 | 2% | -5% | 8%
CSc1cc(C)n(-c2ccccc2)c(=S)c1C(C)=O | 10% | 11% | 1%
Cc1ccc(-n2ncc3c(NC(C)c4ccccc4)ncnc32)cc1 (stereo not drawn) | . | 2% | 0%
COC(=O)[C@H]1C[C@@H]1[C@H](NS(=O)(=O)c1ccc2ccccc2c1)c1ccccc1 | 1%&-12% | 3% | 1%&4%
O=C1CCCC/C1=N\Nc1ccc(OCc2ccccc2)cc1 | -8% | 1% | 5%
COc1cccc(NC(=O)C2C(c3ccccc3)C2(Cl)Cl)c1 (stereo not drawn) | ? | -14% | .
O=C(Nc1ccc(F)cc1)c1ccccc1CC[N+](=O)[O-] | 3% | 4% | 0%
COc1cc(OC)c2c(c1)OC(c1ccc(OC)c(OC)c1)C(O)C2=O (stereo not drawn) | -1% | 18% | 0%
CCN1CC(CN(C)Cc2nc(-c3ccco3)oc2C)CC1=O (stereo not drawn) | 1% | -7% | 9%
Cc1ccc(S(=O)(=O)N2[C@@H](c3ccccc3F)C(C(=O)O)=CC[C@H]2c2cccs2)cc1 | 0% | 16% | 2%
Cn1cnnc1Sc1cc(N2CCN(S(=O)(=O)c3ccc(Cl)c(Cl)c3)CC2)ccc1[N+](=O)[O-] | -8% | 10% | 0%
CCN(CC)C(=S)SSC(=S)N(CC)CC | -6% | ? | 12%[56.1 µM]
Cc1cc(NC(=O)CN2CCN(c3ccccn3)CC2)ccc1Br | -12% | -2% | .
Cn1c(=O)c2c(nc(CN3CCN(C(c4ccccc4)c4ccccc4)CC3)n2CCCO)n(C)c1=O | -1% | -15% | .
CN(CCOC(=O)c1ccc2c(c1)OCCO2)Cc1ccccc1 | 2% | 2% | 0%
O=C(NCCCNC(=O)c1ccccc1Cl)c1cnccn1 | -8% | -8% | 1%
Cc1ccc([N+](=O)[O-])c(C(=O)N/N=C/c2cccnc2)c1 | -4% | -3% | 3%
COc1ccccc1NC(=O)c1cc2c(CO)cnc(C)c2oc1=Nc1cc(OC)c(OC)c(OC)c1 | -1% | -2% | .
Nc1nc2c(s1)C(=O)CC(c1ccccc1)C2 (stereo not drawn) | . | -11% | -2%
CC1SC(C)C(=O)N(CC(=O)Nc2ccc([N+](=O)[O-])cc2)C1=O (stereo not drawn) | -3% | -5% | 0%
CCOCCCN1C(=O)c2ccccc2CC1(C)C(=O)NC1CCCCC1 (stereo not drawn) | . | -5% | 2%
CCOc1cc(Br)c(CC(=O)NC2CCCCCC2)cc1OCC | 9% | -1% | .
O=C(NCc1cccs1)C1CCC(=O)N(Cc2cccc(C(F)(F)F)c2)C1 (stereo not drawn) | -6% | 0% | 2%
CCN(CC)CCCNC(=O)/C(=C\c1cccn1C)NC(=O)c1cccs1 | -5% | -4% | 1%
O=C1C=C(c2cc(Cl)cc(Cl)c2)C[C@@H](c2ccc3c(c2)OCO3)C1 | . | -1% | 1%
CCN(CC)S(=O)(=O)c1ccc(N/N=C/c2cc(OC)ccc2O)nc1 | 12% | 6% | 7%
Brc1ccc(-c2csc(/N=C/N3CCOCC3)n2)cc1 | 8% | 13% | 0%
COc1ccc(OC)c(/C=N\NC(=O)c2cc3c(ccc4ccccc43)o2)c1 | 8% | -4% | 3%
Cn1cc(C(=O)c2ccc(Cl)cc2Cl)cc1C(=O)NN | -12% | -5% | .
CC(C(=O)O)N1C(=O)/C(=C/C=C/c2ccco2)SC1=S (stereo not drawn) | 2% | 7.9µM* | ?
C#CCN(C(=O)c1ccc(OC2CCN(C(=O)CCOC)CC2)cc1)C1CCCCC1 | -1% | -10% | .
Cn1c(=S)oc2ccccc21 | 4% | 4% | 3%
COC(=O)[C@@H]1C[C@@]2(O)[C@@H](O)[C@@H](O)[C@@H](O)C[C@H]2N1Cc1cc(F)ccc1F | 10% | . | 1%
O=C(CCCOc1ccccc1)NCC1CCCO1 (stereo not drawn) | 14% | 1% | 0%
COc1ccc(NC(=O)CSc2nnc(C3CC3)n2C)cc1S(=O)(=O)N1CCCCC1 | . | 21% | 0%
CC1CCN(S(=O)(=O)c2ccc(NC(=O)c3ccccc3F)cc2)CC1 | -9% | -16% | -13%
O=C1C2Sc3[nH]c(=O)sc3C(c3ccccc3)C2C(=O)N1c1ccccc1 (stereo not drawn) | -11% | -7% | 8%
C/C(=N\NS(=O)(=O)c1ccc(C)cc1)c1cc2ccccc2oc1=O | 0% | -1% | 6%
CN(Cc1ccccc1)C(=O)C1CCN(S(=O)(=O)c2ccc3c(c2)oc(=O)n3C)CC1 | . | -2% | -1%
O=C(CSc1nc(N2CCOCC2)nc(N2CCOCC2)n1)Nc1ccc([N+](=O)[O-])cc1 | -3% | -2% | 0%
O=C(NC1CCCCC1)C1CC(O)CN1C(=O)OCc1ccccc1 (stereo not drawn) | 27% | 1% | -4%
Continuation.
SMILES | N370S GC | FEN1 inh | TDP1 inh
O=C(NCc1ccco1)C1CCCN(S(=O)(=O)c2cccc3nsnc23)C1 (stereo not drawn) | 5% | -12% | 6%
CCNC(=O)CC1SC(=Nc2ccc(Cl)cc2)N(CC)C1=O (stereo not drawn) | -2% | -15% | -3%
O=C(OCc1nnc(-c2ccccc2)o1)c1ccc(CO)cc1 | 2% | 11% | 2%
Cc1ccc(NC(=O)N2CCc3cc(S(=O)(=O)N4CCC(C)CC4)ccc32)cc1F | . | 15% | -1%
Cc1c(C(=O)N2CCCC2)oc2c1-c1nn(CC(=O)NCc3ccc(OC(C)C)cc3)cc1CC2 | . | -13% | 10%
COc1ccc(CNC(=O)c2ccc3c(c2)NC(=O)C(CS(=O)(=O)Cc2ccccc2Cl)N3)cc1 (stereo not drawn) | . | -8% | 6%
Cc1ccc(NC(=O)CN2CCSc3ccc(S(=O)(=O)N4CCCC4)cc32)cc1C | . | 7% | 8%
Cc1ccc(-c2nc(-c3ccncc3)no2)c(Cl)c1 | -6% | 6% | .
COc1ccc(CN2CCNC(=O)C2CC(=O)N2CCc3ccccc3C2)c(OC)c1 (stereo not drawn) | 6% | 13% | 3%
COc1cc(CNC2CCCCCC2)cc(OC)c1OC | -8% | -4% | 1%
COc1cc(CNc2ncnc3ccc(-c4c(C)noc4C)cc23)cc(OC)c1OC | -6% | . | 9%
CC1CC(C)CN(C(=O)Cn2c(=O)n(CCCCC(=O)NCc3ccco3)c(=O)c3ccccc32)C1 (stereo not drawn) | 3% | 10% | 5%
CCCCCN1CC(=O)N2[C@@H](Cc3c([nH]c4ccccc34)C2(C)C)C1=O | 4% | 7% | .
O=C(CNC(=O)c1ccc(Br)o1)OCc1ccc(Br)cc1 | . | 0% | -8%[56.1 µM]
COc1ccccc1OCCC(=O)OCC(=O)Nc1ccc(Br)cc1F | 1% | 5% | -2%
COc1cc(/C=C/C(=O)O)cc(S(=O)(=O)Nc2ccc3c(c2)OCO3)c1OC | 24% | 6% | 2%
O=C(NCc1nc2ccccc2[nH]1)c1ccc(S(=O)(=O)N2CCCC2)cc1 | 3% | 4% | 0%
COc1cccc(C(=O)c2sc(NC(C)C)nc2N)c1 | 15% | 3% | 2%[56.1 µM]
C=CCN1C(=O)C2(OCCCO2)c2c(C)ccc(C)c21 | 1% | -5% | 1%
COc1cccc2[nH]c(C(=O)NCc3ccc4c(c3)CCN4C(=O)c3ccc(F)cc3)cc12 | . | -1% | 7%

Entries of single compounds as entered above:
Results for C=CCN1C(=O)C2(OCCCO2)c2c(C)ccc(C)c21 : N370S GC = 1%; FEN1 inh = -5%; TDP1 inh = 1%
Results for COc1cccc2[nH]c(C(=O)NCc3ccc4c(c3)CCN4C(=O)c3ccc(F)cc3)cc12 : N370S GC = .; FEN1 inh = -1%; TDP1 inh = 7%
Results for O=C(CNC(=O)c1ccc(Br)o1)OCc1ccc(Br)cc1 : N370S GC = .; FEN1 inh = 0%; TDP1 inh = -8%[56.1 µM]

The list continues.
SMILES | N370S GC | FEN1 inh | TDP1 inh
COc1ccccc1NC(=O)N1CCN(c2ccccc2F)CC1 | 2% | -13% | 5%
COc1cc2c(cc1OC)C1=C(C#N)CC/C(=N\S(=O)(=O)c3cccc(Cl)c3)N1CC2 | -11% | -5% | 7%
FC(F)(F)c1cc(-c2ccco2)nc(NCc2ccc(Cl)cc2)n1 | 6% | 1% | 4%
CCOc1ccc(-n2cnc3sc4c(c3c2=O)CCCC4)cc1 | -1% | -11% | .
CCN(c1ccccc1)S(=O)(=O)c1cc(NC(=O)C2CC2)ccc1Cl | . | 8% | 1%
Cc1ccc(S(=O)(=O)Oc2cccc(N3C(=O)C4CC=CCC4C3=O)c2)cc1 (stereo not drawn) | 7% | 1% | 4%
O=C(NCc1ccc(F)cc1)C(c1ccco1)N(C(=O)c1csnn1)C1CC1 (stereo not drawn) | 1% | -1% | 2%
C=C[C@H]1[C@H](O[C@@H]2O[C@H](CO)[C@@H](O)[C@H](O)[C@H]2O)OC=C2C(=O)OCC[C@]21O | . | 5% | 0%
Cc1ccc(/C=N/n2c(-c3cccs3)n[nH]c2=S)cc1 | 13% | -1% | 6%
CCCC12CN3CC(CCC)(CN(C1)C3C(O)C(O)C(O)CO)C2=O (stereo not drawn) | -2% | -3% | 3%

A second format for two compounds above:
Below each SMILES: N370S GC	FEN1 inh	TDP1 inh
> Cc1ccc([N+](=O)[O-])c(C(=O)N/N=C/c2cccnc2)c1
→ -4%	-3%	3%
> CCOC(=O)N1CCN(CC(=O)Nc2nc3ccc(OC)cc3s2)CC1
→ -4%	0%	.

(more compounds)
SMILES | N370S GC | FEN1 inh | TDP1 inh
CN(C)S(=O)(=O)N1CCN(S(=O)(=O)c2ccc3ccccc3c2)CC1 | 6% | 0% | -4%
Cc1sc2ncnc(N3CCOCC3)c2c1C | -1% | 5% | 2%
C=CCn1c(SCC(=O)Nc2nc3ccccc3s2)nnc1-c1ccccc1O | ? | -16% | 7%
COc1ccc(CC/C(C)=N\NC(N)=O)cc1 | 5% | 11% | 5%
CCC(C(=O)Nc1sc(C(N)=O)c(C)c1C(=O)OC)c1ccccc1 (stereo not drawn) | 12% | -10% | 1%
CCCCN(c1ccccc1)c1ncnc2c1cnn2-c1cccc(C)c1 | . | -7% | 2%
O=S(=O)(c1ccc(F)cc1)N1CCN(c2ccccn2)CC1 | -16% | 7% | -8%
CNNC(=S)Nc1cccc(SC)c1 | 6% | 42%[activator] | 2%
